# Screens: PubChem BioAssay, several laboratories
# NF-kB expr up: raises NF-kB expression in human neuronal cells | NF-kB reporter expression; hits give high values | fold change at 12.5 µM | 1.6% of 190,000 active; in the data active means fold change above about 3.3
# TLR4 MyD88 comp: TLR4-MyD88 interaction inhibition in cells | 0.18% of 200,000 active | HeLa CL3-4 TLR4/MyD88 BLA complementation, FRET ratio | AID 861 | inhibition, % at 8.4 µM; in the data active means inhibition above about 25%;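 further: 0% = vehicle and 100% = reference inhibitor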
# Target sequence (O00206 whole entry, looked up): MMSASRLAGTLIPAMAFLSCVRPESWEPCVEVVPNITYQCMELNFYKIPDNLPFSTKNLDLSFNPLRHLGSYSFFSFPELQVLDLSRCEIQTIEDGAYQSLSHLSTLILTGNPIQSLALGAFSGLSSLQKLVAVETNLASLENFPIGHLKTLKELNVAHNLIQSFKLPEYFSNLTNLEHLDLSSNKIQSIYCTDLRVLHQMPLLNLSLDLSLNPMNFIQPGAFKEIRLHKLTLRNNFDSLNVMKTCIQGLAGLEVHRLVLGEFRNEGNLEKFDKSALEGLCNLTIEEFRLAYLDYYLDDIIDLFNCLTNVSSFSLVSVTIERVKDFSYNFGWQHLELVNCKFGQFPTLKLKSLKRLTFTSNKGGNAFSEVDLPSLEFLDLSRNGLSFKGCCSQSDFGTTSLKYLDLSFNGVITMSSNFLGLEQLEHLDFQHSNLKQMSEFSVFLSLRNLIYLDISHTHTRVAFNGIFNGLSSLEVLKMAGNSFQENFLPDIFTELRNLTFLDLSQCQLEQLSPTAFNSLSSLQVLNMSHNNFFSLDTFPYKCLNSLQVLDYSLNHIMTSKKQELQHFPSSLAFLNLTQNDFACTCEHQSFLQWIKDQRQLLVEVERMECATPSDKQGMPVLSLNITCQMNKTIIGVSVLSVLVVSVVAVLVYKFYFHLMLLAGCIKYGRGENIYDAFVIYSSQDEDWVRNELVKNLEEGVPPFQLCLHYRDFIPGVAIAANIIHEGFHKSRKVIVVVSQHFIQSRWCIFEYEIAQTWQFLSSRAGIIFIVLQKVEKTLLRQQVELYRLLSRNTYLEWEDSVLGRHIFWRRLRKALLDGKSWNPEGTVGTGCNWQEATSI
# Target sequence (Q99836 whole entry, looked up): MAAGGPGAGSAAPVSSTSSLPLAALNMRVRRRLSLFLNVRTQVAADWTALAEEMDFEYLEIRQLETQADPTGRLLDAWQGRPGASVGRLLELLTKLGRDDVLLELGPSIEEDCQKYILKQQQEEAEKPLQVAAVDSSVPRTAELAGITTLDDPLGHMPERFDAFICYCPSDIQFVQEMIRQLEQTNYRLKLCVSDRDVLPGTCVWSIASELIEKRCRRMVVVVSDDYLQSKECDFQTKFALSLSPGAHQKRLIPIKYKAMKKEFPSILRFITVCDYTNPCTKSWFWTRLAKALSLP
# HMGR II inh: inhibitors of class II HMG-CoA reductase from Enterococcus faecalis; inhibition, % at 10 µM; purified E. faecalis HMGR, NADPH absorbance 340 nm kinetic; 0.41% of 190,000 active;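 active means inhibition above a set limit, the median over all tested compounds plus 3 SD, cut at about 9.5% in these data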;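 further: enzyme runs in reverse so mevalonate oxidation gives rising NADPH absorbance; 0% = complete reaction with DMSO and 100% = background rate lacking mevalonate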
# APP 5'UTR act: activates APP 5'UTR luciferase reporter; activation, % at 2 µM; 1% of 190,000 active; SH-SY5Y APP 5'UTR luciferase reporter, luminescence; zero percent = DMSO vehicle wells;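 active means activation above a set limit, based on mean plus 3 SD of controls, cut at about 140% in these data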; further: values of inactives mirror those of a sister screen read the other way
# STAT1 activator: STAT1 signaling activation. NIH 3T3 STAT1-luciferase reporter, IFN-gamma, luminescence; 100% = IFN-gamma alone, no compound. activation (% of control), % at 5.5 µM. 2.6% of 200,000 active;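 active means activation above the screen-wide mean activation plus 3 SD, cut at about 130% in these data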;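 further: raw ratio to IFN-gamma control signal so 100% means no change and 0% no light; values of inactives mirror those of a sister screen read the other way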
# STAT3 inh: STAT3 signaling inhibition; U3A cells, IL-6 STAT3-luciferase reporter, luminescence; host cell line lacks STAT1; inhibition, % at 5.5 µM; 0.89% of 190,000 active;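 active means inhibition above the mean inhibition across all screened compounds plus 3 SD, cut at about 44% in these data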;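 further: 0% = DMSO only wells and 100% = 100 µM nifuroxazide control wells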
# STAT1 inh: reduces IFN-gamma driven STAT1 reporter signal. NIH 3T3 STAT1-luciferase reporter, luminescence. inhibition, % at 5.5 µM. 0.35% of 200,000 active;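 active means inhibition above a set limit, the mean inhibition across all tested compounds plus 3 SD, cut at about 34% in these data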;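 further: 0% = IFN-gamma with DMSO and 100% = IFN-gamma with 300 µM nifuroxazide; values of inactives mirror those of a sister screen read the other way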
# Hsp70 activator: switches on Hsp70 transcription | AID 1203 | 0.04% of 200,000 active | activation, % at 10 µM | HeLa Hsp70 promoter luciferase reporter, luminescence; scaled: vehicle 0, proteasome-inhibitor control 100%;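 active means activation above the mean across all tested compounds plus 3 SD, cutoff set per campaign, cut at about 5.5% in these data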;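 further: 100% = MG132 at 30 µM as the positive control and 0% = DMSO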
# Redox H2O2 prof: compounds producing H2O2 with reducing agent – biochemical, NIH compound library profiling, artefact control for MLSCN library redox annotation, primary screen; 0.03% of 200,000 active; activation, % at 10 µM; DTT-dependent redox cycling H2O2, phenol red/HRP absorbance; 100% = 100 µM peroxide control, 0% = buffer;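 active means activation of at least 50% relative to the plate's high and low controls in the primary single-dose screen; inactive means activation below 50%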;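 further: compound incubated with DTT at 0.8 mM final as the reducing agent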
# STAT3 act: activators of IL-6 induced STAT3 signaling; U3A cells, IL-6 STAT3-luciferase reporter, luminescence; 100% = signal with IL-6 EC80 alone; activation (% of control), % at 5.6 µM; 0.91% of 190,000 active; AID 871;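 active means activation above the screen-wide mean of compound activation plus 3 SD, cut at about 130% in these data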;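 further: 0% = background luminescence of wells with medium and substrate only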
#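 Material: STAT3-luciferase reporter U3A cells. Controls: IL-6-treated wells, 100% activation. Read-out: % activation versus median of IL-6-stimulated wells. Probe or stimulus: IL-6 stimulus at 33 ng/mL final. Timing: compound 1 h, then IL-6 6 h at 37 °C. Signal: reporter luminescence signal.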
# Starred values were filed as active, the others as inactive; nt = not tested or not shown.
SMILES,NF-kB expr up,TLR4 MyD88 comp,HMGR II inh,APP 5'UTR act,STAT1 activator,STAT3 inh,STAT1 inh,Hsp70 activator,Redox H2O2 prof,STAT3 act
CCCCc1ccc(NC(=S)NCCc2ccc(S(N)(=O)=O)cc2)cc1,0.78,1,0,-16,93,-15,7,-0.1,0.1,121
Fc1ccc(C2CC(c3ccco3)n3ncnc3N2)cc1 (stereo not drawn),1.1,0,-9,-9,106,3,-7,-0.2,-0.2,102
CCOC(=O)c1nc2nc(C)cc(=O)n2[nH]1,1,3,-4,11,96,24,5,-0.3,-3.1,85
O=C(Nc1ccc(S(=O)(=O)NCc2ccccc2)cc1)c1ccccc1[N+](=O)[O-],0.74,-16,1,1,102,2,-2,0.1,0.2,101
O=C(CSc1ccc2nnc(-c3ccncc3)n2n1)Nc1ccccc1F,0.98,-12,3,-5,104,8,-5,0.1,0.6,101
Cc1cccc(C)c1NC(=S)N(CCc1ccncc1)C(C)C,1,2,-4,8,97,3,2,0.0,2.9,101
COc1ccc(-c2cn3c(n2)CCC3)cc1,2.3,-7,4,36,129*,-4,-32,0.0,2.1,108
Cc1cc(N2CCOCC2)ccc1/C=C1/SC(=O)NC1=O,5.3*,1,-5,37,152*,-42,-58,-0.4,-0.5,138*
Cc1ccc(-c2nnc(N3CC(C)OC(C)C3)c3ccccc23)cc1 (stereo not drawn),1.2,11,-3,-9,91,-1,11,0.0,-0.1,105
C/C(=N\NC(=O)c1cc(C)[nH]n1)C(C)(C)C,1.2,-1,-1,23,111,0,-12,0.2,-0.1,101
COc1ccc(C(=O)CSc2ccccc2C(=O)O)cc1,1.2,0,-4,25,114,20,-17,-0.1,-0.9,92
C=CCc1c(C)nc(-c2ccccc2)nc1N/N=C(\C)c1ccccc1,1.1,1,3,9,113,9,-14,-0.4,0.5,89
O=C1CCCN1c1ccc(S(=O)(=O)N2CCC(c3ccccc3)CC2)cc1,1.4,-25,-4,2,96,69*,4,-0.6,2.9,45
CCOC(=O)C1CCCN(C(=O)C2CCCN(S(=O)(=O)c3ccc4c(c3)oc(=O)n4C)C2)C1 (stereo not drawn),1.1,-3,2,11,89,6,12,-0.1,-1.2,99
Cc1cc(C)nc(NS(=O)(=O)c2ccc(NC(=O)CCCN3C(=O)c4ccccc4C3=O)cc2)n1,1.3,-16,3,5,97,6,2,-0.1,0.0,100
CC(C)CC(NC(N)=O)C(=O)Nc1ccc2c(c1)OCO2 (stereo not drawn),1.6,-1,-6,-25,106,1,-8,0.2,-0.2,101
COc1cc(SC)ccc1C(=O)NCCc1ccccc1,3.5*,4,-5,85,161*,-10,-68,-0.2,0.0,111
CCOC(=O)c1c(NC2OC(=O)c3c2ccc(OC)c3OC)sc(C(=O)OC(C)(C)C)c1C (stereo not drawn),2,-2,-5,49,108,17,-8,-0.1,-0.6,88
CCOC(=O)N1CCN(C(=O)C2CCCN(Cc3nc(-c4ccc(Cl)cc4)oc3C)C2)CC1 (stereo not drawn),0.64,6,-6,-7,90,74*,11,-0.6,-0.1,43
c1cc2c(cc1-c1[nH]ncc1CN1C[C@H]3CC[C@H]1C3)OCO2,1.1,-4,-4,20,102,7,-3,-0.2,-1.4,105
N#C/C(=C/c1ccc([N+](=O)[O-])cc1)C(=O)Nc1ccccc1O,1.3,-10,-3,36,97,-3,3,-0.1,-0.5,101
O=C(CNC(=O)c1cccc(F)c1)N/N=C/c1cccc([N+](=O)[O-])c1,1.1,7,-3,5,89,2,12,0.1,-0.1,98
CC1(C)C(c2cccs2)=NC(c2ccccc2)N1O (stereo not drawn),1.1,-4,1,-15,100,-2,0,-0.3,3.0,102
COc1ccc(CNCC(O)(c2ccc(Cl)cc2)c2ccc(Cl)cc2)cc1,1,4,0,24,96,0,4,-0.2,-4.4,107
COc1ccc(C2=NN(CCC(=O)NCc3cccs3)C(=O)CC2)cc1,1.2,1,-5,-7,91,5,8,-0.2,0.0,99
COc1ccc(NC(=O)C(c2ccc(OC)cc2)N(Cc2ccco2)C(=O)CC2NC(=O)NC2=O)cc1 (stereo not drawn),1,2,-6,14,107,7,-9,0.1,-0.2,105
O=C(COc1ccc2ccccc2c1)NNC(=O)Cc1cccc2ccccc12,1.1,0,1,14,94,6,7,-0.1,-6.4,102
CC(=O)Nc1ccc(N(C(=O)c2ccco2)C(C(=O)NC2CCCC2)c2ccc(N3CCOCC3)cc2)cc1 (stereo not drawn),0.8,-6,-1,6,105,-9,-7,0.0,0.0,113
CCOc1ccc(NC2OC(C)C(O)C(O)C2O)c([N+](=O)[O-])c1 (stereo not drawn),1.2,1,-1,-8,103,9,-4,0.2,-0.3,97
CSc1cc(-c2ccc(Cl)cc2)[nH]c(=O)c1C#N,1.4,-4,-4,9,97,11,2,-0.2,-0.3,94
Cc1ccc2c(c1)nc(NCCCO)n2C,1.1,5,-9,-5,107,1,-8,-0.4,-0.1,105
O=C(O/N=C1\CCS(=O)(=O)c2sccc21)c1c(F)cccc1F,1.4,18,0,-9,104,-3,-6,-0.5,-0.3,104
CCOc1ccc2c(c1)ncn2Cc1ccccc1,1.6,7,-3,14,114,8,-18,-0.1,-0.2,100
CC1CCC2C(=O)N(c3ccc(S(=O)(=O)c4ccccc4)cc3)C(=O)C2C1 (stereo not drawn),1.1,-8,-2,-17,103,19,-3,-0.2,0.0,86
COc1ccccc1-c1c(C(F)(F)F)oc2cc(OS(C)(=O)=O)ccc2c1=O,1,-8,-1,7,98,6,3,-0.4,-0.4,96
CC(=O)c1ccc(NC(=O)/C(=C\c2ccccc2)NC(=O)c2ccco2)cc1,0.9,-2,3,5,106,7,-7,-0.3,0.2,95
C=CCSc1nnc(-c2ccc(Cl)cc2Cl)o1,7.5*,-3,-5,159*,120,33,-22,0.0,2.9,76
Cc1cc2nc(SCCOC(=O)Nc3cccc(Cl)c3)nc(C)c2cc1C,0.85,-22,-2,-13,97,8,3,-0.1,2.0,95
Cc1nc2ccccc2n1/C(=N/S(=O)(=O)c1ccc(Br)cc1)c1ccccc1,0.98,-3,-8,11,92,16,8,-0.2,1.8,89
COc1cc(NC(=O)Cn2ncc3c2-c2ccccc2OC3)cc(OC)c1OC,0.83,0,-1,12,94,15,7,-0.3,-0.7,95

# Next section; the last 4 above are carried over.
SMILES,NF-kB expr up,TLR4 MyD88 comp,HMGR II inh,APP 5'UTR act,STAT1 activator,STAT3 inh,STAT1 inh,Hsp70 activator,Redox H2O2 prof,STAT3 act
C=CCSc1nnc(-c2ccc(Cl)cc2Cl)o1,7.5*,-3,-5,159*,120,33,-22,0.0,2.9,76
Cc1cc2nc(SCCOC(=O)Nc3cccc(Cl)c3)nc(C)c2cc1C,0.85,-22,-2,-13,97,8,3,-0.1,2.0,95
Cc1nc2ccccc2n1/C(=N/S(=O)(=O)c1ccc(Br)cc1)c1ccccc1,0.98,-3,-8,11,92,16,8,-0.2,1.8,89
COc1cc(NC(=O)Cn2ncc3c2-c2ccccc2OC3)cc(OC)c1OC,0.83,0,-1,12,94,15,7,-0.3,-0.7,95
NC(=O)C1CCN(CC(=O)NCc2ccccc2)CC1,1.2,1,-6,1,106,3,-4,-0.4,0.0,99
O=C(O)CCCC(=O)Nc1cc([N+](=O)[O-])ccc1O,1,-18,-1,-5,102,4,-4,-0.2,-1.6,101
COc1cc(NS(=O)(=O)c2ccc(F)cc2)c(OC)cc1NC(=O)C1CC1,1.2,8,-4,7,95,9,7,0.0,0.7,96
COc1ccc(/C=C/C(=O)OCC(=O)N2CC(=O)Nc3ccccc32)cc1,1.2,-1,2,5,104,-5,-5,-0.4,0.4,106
Cc1ccc(-c2cc(-c3ccccc3)c(C#N)c(Br)n2)cc1,0.95,-9,-2,-10,97,8,3,-0.2,0.3,94
Cc1ccccc1NC(=S)NC(NC(=O)c1ccco1)C(Cl)(Cl)Cl (stereo not drawn),1.2,-10,-7,-1,100,-6,0,-0.5,0.0,103
Cc1ccc(CSC2=NCCN2C(=O)c2ccco2)cc1,1.3,-7,-1,-9,106,25,-6,-0.1,-0.2,83
CCC(=O)N1CCc2cc(S(=O)(=O)CCC(=O)Nc3c(C)n(C)n(-c4ccccc4)c3=O)ccc21,nt,-13,nt,-1,104,6,-5,-0.3,1.6,98
CCOC(=O)Cc1c(C)c2c(C)nn(-c3ccccc3)c2oc1=O,1,14,3,14,81,22,15,-0.1,-0.2,84
Cc1ccc(S(=O)(=O)NCC(=O)N2CCC(C)CC2)cc1,0.98,4,-3,4,98,15,3,0.1,0.0,94
COC(=O)c1ccccc1NC(=O)c1ccccc1N(C)S(=O)(=O)c1ccccc1,0.73,-9,-5,-6,98,28,2,-0.3,0.6,79
CC1(C)CC(=O)C=C(NCCCNC2CCCCC2)C1,0.89,-5,-1,15,105,4,-5,0.0,1.2,101
CC(=O)Nc1ccc(N2N=C(C)C(N=Nc3ccccc3)C2=O)cc1 (stereo not drawn),1.2,-3,1,5,115,-2,-16,0.0,-0.3,100
COc1cc(CNCCN2CCOCC2)ccc1OCc1ccccc1Cl,1,0,-3,10,87,3,15,-0.3,-5.1,103
COc1ccccc1NC(=O)N1CCCC1C(=O)NC12CC3CC(CC(C3)C1)C2 (stereo not drawn),1.2,0,-2,3,100,5,0,-0.2,2.5,101
O=C(Nc1ccc(S(=O)(=O)Nc2ncccn2)cc1)c1ccc(Br)s1,1.1,15,-5,-6,106,22,-7,0.2,-0.9,86
COCC(C)n1c(SCC(=O)NNC(=O)c2ccc(F)cc2)nc2ccccc2c1=O (stereo not drawn),0.93,-18,0,-10,103,-4,-3,-0.3,0.1,102
C=CCn1c(CCC(O)CCCCC)n[nH]c1=S (stereo not drawn),0.99,-22,-1,-26,98,0,2,-0.3,0.0,98
CCOC(=O)/C(=C/c1c(C)n(C)c2ccc([N+](=O)[O-])cc12)C(C)=O,1.8,-5,-1,-2,89,17,11,0.0,0.0,87
O=C(NCCc1ccccc1)NC1CCCCC1,3.4*,6,-10,38,124,-11,-26,-0.7,-2.0,111
CCOC(=O)c1cnc2ccc(C(=O)OC)cc2c1NCCN1CCOCC1,0.94,0,2,15,98,-8,2,-0.4,-0.6,111
CCOc1ccc(Cn2c3ccc(OC)cc3c3nc4ccccc4nc32)cc1OC,0.89,8,-8,11,104,-1,-4,-0.3,0.2,102
CC(=O)N1CCc2cc(S(=O)(=O)NCCC(=O)N3CCN(c4ccccn4)CC3)ccc21,0.79,-2,-2,7,102,4,-3,-0.3,7.6,98
CCN1CCN(C(=S)NC(C)c2ccccc2)CC1 (stereo not drawn),1.2,16,-2,-2,98,10,2,-0.2,-0.1,95
COc1ccc(-c2cc(C3CCN(Cc4ccc([N+](=O)[O-])cc4)CC3)[nH]n2)cc1,0.88,0,-7,-3,106,6,-6,-0.1,-0.1,99
CCc1ccccc1NC(=S)N(CCN(C)C)C(C)c1ccco1 (stereo not drawn),1.6,-8,-4,17,94,5,4,-0.2,0.0,98
